Screening results (PubChem BioAssay)
PAFAH1B3 FP inh = PAFAH1B3 enzyme inhibitors, primary screen, biochemical, fluorescence polarization, human; AID 492972, 2010; inhibition, % at 3.39 µM; recombinant PAFAH1B3, FP-rhodamine probe; 340,000 tested, 0.28% active; Platelet-activating factor acetylhydrolase IB subunit alpha1 (Homo sapiens), Q15102;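 active = inhibition above the screen-wide average of all tested compounds plus 3 SD, cut at about 25% in these data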;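 also: 0% = enzyme with DMSO only and 100% = wells lacking PAFAH1B3 protein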
Target sequence (Q15102 whole entry, looked up): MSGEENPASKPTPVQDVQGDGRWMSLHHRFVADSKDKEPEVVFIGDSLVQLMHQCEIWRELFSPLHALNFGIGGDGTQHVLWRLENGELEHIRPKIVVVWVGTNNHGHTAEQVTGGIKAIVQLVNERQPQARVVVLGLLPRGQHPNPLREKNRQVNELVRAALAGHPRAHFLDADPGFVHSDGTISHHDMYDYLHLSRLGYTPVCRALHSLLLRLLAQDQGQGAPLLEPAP
pPAFAH inh = pPAFAH enzyme inhibitors, primary screen, biochemical, fluorescence polarization, human; recombinant pPAFAH, FP-rhodamine probe fluorescence polarization; inhibition, % at 3.39 µM; 330,000 tested, 1.5% active;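 active = inhibition above the mean inhibition across the screen plus 3 SD, cut at about 25% in these data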;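 also: inhibitors block binding of the rhodamine activity-based probe so polarization drops; 0% = enzyme with DMSO and 100% = wells lacking pPAFAH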
LYPLA2 counter = LYPLA2 inhibitors, primary screen, counter-screen for PME1 inhibitor project, biochemical, fluorescence polarization, FP-Rh probe ABPP. inhibition, % at 5.9 µM. Acyl-protein thioesterase 2 (Homo sapiens), O95372. AID 2177, 2009. 320,000 tested, 0.38% active. recombinant LYPLA2;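 active = inhibition above the screen-wide mean plus 3 SD, limit set per campaign, cut at about 26% in these data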;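 also: 0% = LYPLA2 with DMSO and 100% = wells lacking LYPLA2 enzyme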
PME-1 primary = PME-1 inhibitors via competitive probe labeling, primary screen, biochemical, fluorescence polarization, FP-Rh probe, HTS | Protein phosphatase methylesterase 1 (Homo sapiens), Q9Y570 | recombinant PME-1 | inhibition, % at 5.9 µM | 320,000 tested, 0.53% active;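 active = inhibition above the campaign mean of all compounds plus 3 SD, cut at about 26% in these data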;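 also: competitive labeling of PME-1 active site by serine hydrolase directed probe; 0% = PME-1 with DMSO and 100% = wells lacking PME-1 enzyme; inhibitors block probe labeling so polarization falls and inhibition rises; many of its hits are not listed in these tables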
Target sequence (Q9Y570 whole entry, looked up): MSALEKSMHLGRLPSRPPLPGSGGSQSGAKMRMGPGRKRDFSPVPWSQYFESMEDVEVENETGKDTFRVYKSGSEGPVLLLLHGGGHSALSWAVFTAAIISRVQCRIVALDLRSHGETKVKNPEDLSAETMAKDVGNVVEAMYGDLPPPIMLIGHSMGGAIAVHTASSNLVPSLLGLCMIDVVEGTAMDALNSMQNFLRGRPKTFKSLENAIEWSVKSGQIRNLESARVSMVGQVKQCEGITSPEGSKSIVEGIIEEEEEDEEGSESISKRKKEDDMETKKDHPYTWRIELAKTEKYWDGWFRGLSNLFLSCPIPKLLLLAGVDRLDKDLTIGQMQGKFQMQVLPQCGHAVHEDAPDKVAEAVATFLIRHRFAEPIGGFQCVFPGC
GSTO1 counter = inhibitors of recombinant GSTO1, primary screen, counter-screen for RBBP9 inhibitor project, biochemical, fluorescence polarization; inhibition, % at 5.96 µM; AID 1974, 2009; 300,000 tested, 1.1% active; Glutathione S-transferase omega-1 (Homo sapiens), P78417; activity-based probe fluorescence polarization;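 active = inhibition above the campaign mean inhibition plus 3 SD, cut at about 35% in these data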;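 also: 0% = GSTO1-1 with DMSO and 100% = wells lacking GSTO1-1 enzyme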
PAFAH1B2 inh = PAFAH1B2 enzyme inhibitors, primary screen, biochemical, fluorescence polarization, human | Platelet-activating factor acetylhydrolase IB subunit alpha2 (Homo sapiens), P68402 | recombinant PAFAH1B2, FP-rhodamine activity probe | inhibition, % at 3.39 µM | 340,000 tested, 1.2% active | AID 492953, 2010;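 active = inhibition above the mean of all tested compounds plus 3 SD, cut at about 24% in these data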;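 also: 0% = enzyme with DMSO and 100% = wells lacking PAFAH1B2; many of its hits are not listed in these tables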
Target sequence (P68402 whole entry, looked up): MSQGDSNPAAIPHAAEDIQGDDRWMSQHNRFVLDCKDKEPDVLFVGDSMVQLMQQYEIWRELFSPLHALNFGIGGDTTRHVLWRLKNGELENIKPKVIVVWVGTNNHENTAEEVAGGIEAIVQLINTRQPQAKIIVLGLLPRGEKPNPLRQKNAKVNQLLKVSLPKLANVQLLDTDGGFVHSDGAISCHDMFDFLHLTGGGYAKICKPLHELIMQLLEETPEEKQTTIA
PAFAH2 inh = PAFAH2 enzyme inhibitors, primary screen, biochemical, fluorescence polarization, human. Platelet-activating factor acetylhydrolase 2, cytoplasmic (Homo sapiens), Q99487. recombinant PAFAH2, FP-rhodamine activity probe. inhibition, % at 3.39 µM. 340,000 tested, 0.99% active. AID 492956, 2010;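 active = inhibition above the mean over all tested compounds plus 3 SD, cut at about 30% in these data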;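 also: inhibitors block probe labeling of enzyme so polarization drops; 0% = enzyme with DMSO and 100% = wells lacking PAFAH2 protein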
LYPLA1 counter = LYPLA1 inhibitors, primary screen, counter-screen for PME1 inhibitor project, biochemical, fluorescence polarization, FP-Rh probe ABPP; 320,000 tested, 0.16% active; recombinant LYPLA1; Acyl-protein thioesterase 1 (Homo sapiens), O75608; inhibition, % at 5.9 µM;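 active = inhibition above the mean of all tested compounds plus 3 SD, set per campaign, cut at about 14% in these data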;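 also: inhibitors block serine hydrolase probe labeling of LYPLA1 so polarization falls; 0% = enzyme with DMSO and 100% = wells lacking LYPLA1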
Target sequence (O75608 whole entry, looked up): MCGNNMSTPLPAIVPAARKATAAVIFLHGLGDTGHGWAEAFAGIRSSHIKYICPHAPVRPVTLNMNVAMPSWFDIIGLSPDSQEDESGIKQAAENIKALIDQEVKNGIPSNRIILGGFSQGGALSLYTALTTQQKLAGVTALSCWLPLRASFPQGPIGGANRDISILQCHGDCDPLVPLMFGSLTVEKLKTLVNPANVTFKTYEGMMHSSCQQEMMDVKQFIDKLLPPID
PAD4 FP inh = human PAD4 inhibitors, primary screen, biochemical, fluorescence polarization, 1536-well format. inhibition, % at 6.36 µM. 330,000 tested, 0.41% active. Protein-arginine deiminase type-4 (Homo sapiens), Q9UM07. recombinant PAD4, RCA probe fluorescence polarization;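 active = percent inhibition above a cutoff equal to the mean of all tested compounds plus 3 SD, cut at about 15% in these data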;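 also: 0% = PAD4 with RCA probe and DMSO and 100% = probe without PAD4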
* marks the source's active call; other numbers are inactive results; · = not tested or not shown. Only part of the results is shown (hit frequency here may not be typical).

no.	SMILES	PAFAH1B3 FP inh	pPAFAH inh	LYPLA2 counter	PME-1 primary	GSTO1 counter	PAFAH1B2 inh	PAFAH2 inh	LYPLA1 counter	PAD4 FP inh
1	COc1ccc(N2Cc3ccccc3C2=NC(=O)c2cncc(Br)c2)cc1	-2	6	0	3	5	7	1	-1	-4
2	O=C(Cn1nc2sc3ccccc3n2c(=O)c1=O)c1cccs1	·	-3	1	5	-6	·	·	1	0
3	C/C(=C/CCC(C)[C@H]1CC[C@@]2(C)C3=C(CC[C@]12C)[C@@]1(C)CCC(=O)C(C)(C)[C@@H]1CC3)C(=O)O (stereo not given in full)	12	2	-7	1	-5	8	-1	-9	5
4	COc1ccc(NC(=O)c2ccc(OCC3CCCO3)cc2)cc1OC (stereo not given)	11	3	4	2	·	3	-3	0	1
5	C=CCN1C(=O)C(CC(=O)Nc2ccc(OCC)cc2)N(Cc2ccccn2)C1=S (stereo not given)	6	2	2	-2	8	-3	-5	-1	-1
6	Cc1cccc(Oc2ncnc3onc(C)c23)c1C	-4	1	5	2	11	2	-3	0	-6
7	O=c1nc2ccccc2c(NS(=O)(=O)c2ccccc2)n1-c1ccccc1	-2	5	-1	3	-6	-1	7	1	2
8	O=C(CN1C(=O)/C(=C\C=C\c2ccccc2)SC1=S)Nc1ccc(F)cc1	4	-5	-17	-11	-11	-7	2	-24	-28
9	CC1=C(C(=O)c2ccccc2)C(c2ccc(N3CCOCC3)cc2)NC(=O)N1 (stereo not given)	-1	7	2	0	-5	-5	-1	-3	-3
10	CCCn1c(CC)nc([N+](=O)[O-])c1Sc1ccc(C)cc1	9	-3	-2	0	-1	4	1	0	10
11	Cc1ccc(N2CCN(c3ccc(C)cc3)C(CC(=O)O)C2=O)cc1 (stereo not given)	9	0	1	2	-7	2	-7	-2	1
12	CSc1nc(O)c(C(c2ccccc2Cl)c2c(O)nc(SC)[nH]c2=O)c(=O)[nH]1	-1	5	0	0	-4	-4	6	1	0
13	C=CCn1cc(C(=O)NCc2ccc(Cl)cc2)c(=O)c2cc(S(=O)(=O)N(CC)CC)ccc21	-15	22	-21	-11	-8	-3	-7	-15	2
14	Cc1ccc2nc(SCC(=O)Nc3cccnc3Cl)[nH]c2c1	6	3	3	-14	·	3	5	-3	2
15	CCOc1ccc(NC(=O)CN(C)CC(=O)Nc2ccccc2C#N)cc1OCC	4	6	3	0	7	5	3	3	1
16	CCOC(=O)N1CCN(C2=Nc3cccc4cccc2c34)CC1	7	5	5	-3	7	1	-1	-2	-1
17	C=CCn1c(C)cc(C(=O)CSc2nnc(Cc3ccccc3)o2)c1C	0	9	-1	-4	-3	1	9	-2	-4
18	Cc1[nH]c(=O)c(C#N)c2c1CSC(C)(C)C2	0	2	-5	-2	1	-2	-6	-1	1
19	COc1ccccc1NC(=O)Cn1cc(C(=O)C(=O)N2CCOCC2)c2ccccc21	8	-1	-5	9	1	4	-4	-2	0
20	COC(=O)c1cc(-c2ccccc2)on1	3	4	-7	-3	2	2	-5	-2	-3
21	O=C(c1cccnc1Nc1ccccc1F)N1CCOCC1	0	0	0	1	2	-1	2	-1	-5
22	O=C(C1=C[C@@H](c2coc3ccccc3c2=O)C[C@@H](OCc2ccc(CO)cc2)O1)N1CCN(Cc2ccc3c(c2)OCO3)CC1	-2	-1	0	3	3	5	-5	-2	-3
23	COc1ccc(N(Cc2cc3cc(OC)ccc3[nH]c2=O)C(=O)c2cccnc2)cc1	7	1	-1	1	-7	3	-1	-2	2
24	CCC(C)(C)NC(=O)C(c1cccc(OC)c1OC)N(C(=O)CCC(=O)Nc1cc(C)on1)c1ccc2c(c1)OCCO2 (stereo not given)	-5	7	5	3	7	-3	3	-3	2
25	N#CC(C#N)=C1NC2(CCCC2)Cc2ccccc21	10	8	5	4	3	14	2	-4	0
26	CC1=Nc2cc(C(=O)N3CCCCC3)ccc2Sc2ccc(C)cc21	-1	4	-3	3	-2	-3	24	-1	1
27	COc1ccc(-c2[nH]ncc2/C=N\NC(=O)c2ccc(Br)o2)cc1OC	-1	2	-6	-6	-5	-5	-3	1	3
28	Cc1ccc(C(=O)N2Cc3ccccc3CC2C(=O)O)cc1 (stereo not given)	7	2	9	4	2	0	0	-1	-9
29	C[C@H](NC(=O)c1ccco1)C(=O)Nc1ccc(C#N)cc1	-2	3	8	6	-3	4	0	-2	-3
30	O=C(CSc1nnc(NC(=O)c2ccccc2[N+](=O)[O-])s1)NCc1ccco1	8	4	1	4	-4	1	3	-2	-6
31	CCc1nnc(NC(=O)c2ccc(-c3ccc(Cl)cc3)o2)s1	8	2	-2	1	1	-3	-6	0	-5
32	Cc1ccc(S(=O)(=O)CC(=O)Nc2ccc(S(=O)(=O)Nc3onc(C)c3C)cc2)cc1	9	7	-1	2	1	5	6	-4	-5
33	Cc1cnc(NC(=O)CCCNC(=O)c2ccc(Cl)cc2)s1	-2	-1	3	6	·	6	-3	-3	4
34	O=C(Nc1ccccc1N1CCOCC1)C1CCCCN1S(=O)(=O)c1ccccc1 (stereo not given)	3	-1	-2	6	-11	12	-4	3	2
35	COc1ccc(N(CC(=O)Nc2ccc(C)cn2)S(=O)(=O)c2c(C)nn(C)c2C)cc1	-5	1	-2	3	8	4	1	-3	0
36	Nc1ccc2c(c1)C(=O)c1ccccc1-2	5	3	1	-2	6	3	6	0	-1
37	CCC(=O)NC(c1cc(Cl)c2cccnc2c1O)C1CC1 (stereo not given)	13	4	1	5	·	5	3	3	-2
38	Cn1cccc1/C=N/n1c(-c2ccc(Cl)cc2Cl)n[nH]c1=S	8	6	5	-2	-3	8	2	4	-2
39	Cc1ccc(NC(=O)NCc2nc3ccccc3n2C)cc1	2	7	4	4	8	2	0	6	-4
40	Cc1[nH]c2ccc(C(=O)NCCCN3CCCCCC3)cc2c1C	-5	6	-1	-4	5	2	-4	-1	-2
41	C=CCn1c(=O)c(C(C)=O)cn(N(C)c2ncc(C(F)(F)F)cc2Cl)c1=O	6	-4	4	-3	-7	1	-2	3	1
42	O=C(CN1CCCCC1)N/N=C/c1cccc(C(F)(F)F)c1	6	0	2	2	3	3	3	2	-5
43	Cn1sccc1=O	12	-4	1	-2	-1	-6	2	-2	-2
44	COc1ccc(/C=C/C(=O)OC(C)CN2CCOCC2)cc1 (stereo not given)	-2	1	-3	-2	0	1	-5	-1	3
45	CC1CN(S(=O)(=O)c2cccs2)CC(C)O1 (stereo not given)	2	1	0	-2	8	4	6	-3	-2
46	CCOc1ccc2[nH]c(=O)c(CN(Cc3nnnn3Cc3ccccc3)CC3CCCO3)cc2c1 (stereo not given)	2	-1	-9	0	8	6	0	1	-12
47	Cc1cccc(N2CCN(C(=S)Nc3ccc4nc(N5CCOCC5)cc(C)c4c3)CC2C)c1 (stereo not given)	6	12	4	5	2	-1	-2	3	-4
48	COc1cccc(CNC(=O)CCCc2nnc3n(C)c(=O)c4sccc4n23)c1	2	0	4	-6	1	5	8	3	-4
49	Cc1ccc(Cl)cc1NC(=O)CN1C(=O)NC(C)(C2CC2)C1=O (stereo not given)	10	0	·	·	·	1	5	·	-4
50	NC(=O)CC(NC(=O)Cc1ccc(Br)cc1)c1ccc(NCc2ccc(F)c(F)c2)c([N+](=O)[O-])c1 (stereo not given)	-3	2	-6	-5	12	6	-11	-5	-3
51	Cc1cc(-c2ccco2)n(CC(=O)NCc2ccccc2)n1	4	14	1	-1	-3	-1	1	2	1
52	CCN(CC)C(=O)CC(c1ccc(F)cc1)c1ccc(OC)cc1 (stereo not given)	-1	0	3	-5	1	1	0	-3	-3
53	O=C(OCC(=O)N1CCCC1=O)c1cc(S(=O)(=O)N2CCOCC2)ccc1Cl	7	0	1	14	82*	-2	3	1	-5
54	Cc1nn(-c2cc(C(F)(F)F)ccc2Cl)c2nc(C(Cl)(Cl)Cl)[nH]c(=O)c12	2	8	4	-4	-14	2	0	-3	1
55	Cc1ccc(C)c(CSc2nnc([C@@H](N)C(C)C)o2)c1	6	0	2	-5	12	2	-8	2	3
56	CCCCOc1ccc(C(=O)NC)cc1	-3	-4	-4	-9	-8	4	10	1	1
57	Cc1cccc(C(=O)OC(C)C(=O)NCC2CCCCC2)c1O (stereo not given)	8	6	-2	-1	·	3	7	-1	-1
58	Cc1cc(=O)n2[nH]c(-c3ccc(C(C)(C)C)cc3)cc2n1	8	7	3	-23	1	16	19	-1	1
59	S=C(NC1CCCCC1)NN(c1ccccc1)c1ccccc1	-1	9	-1	-1	7	9	-2	-5	6
60	Cc1nn(-c2ccccc2)cc1/C=N/NS(=O)(=O)c1ccccc1	3	-2	3	0	2	-1	2	-1	-3

More records.
no.	SMILES	PAFAH1B3 FP inh	pPAFAH inh	LYPLA2 counter	PME-1 primary	GSTO1 counter	PAFAH1B2 inh	PAFAH2 inh	LYPLA1 counter	PAD4 FP inh
61	COC(=O)c1c(NC(=O)c2cccnc2)sc(C)c1C	1	-5	-9	2	10	5	-2	-9	-4
62	COC(=O)c1ccc(NC(=O)CN2CCN(S(=O)(=O)c3ccc(Br)cc3)CC2)cc1	4	2	-3	8	-1	19	-3	-3	1
63	c1ccc(Cn2nnc3c(NCC4CCCO4)nc(C4CC4)nc32)cc1 (stereo not given)	-1	3	-1	-5	9	7	0	2	-3
64	CCN(CC)C(=O)NC1CC2CCCC(C1)N2Cc1ccccc1 (stereo not given)	0	2	5	2	7	4	5	0	-10
65	CC(C(=O)OCc1nnc(-c2ccccc2)o1)N1C(=O)c2ccccc2C1=O (stereo not given)	8	7	7	-2	1	0	-6	4	3
66	CCOc1ccc(/C=N/NC(=O)C2CCCC2)c(OCC)c1	2	3	1	5	-9	2	1	1	1
67	COCCN1C(=O)N[C@@H](CCc2ccccc2)C(C(C)=O)=C1C	·	4	-3	5	8	·	·	-3	0
68	COC(=O)c1ccc[n+](CCc2c[nH]c3ccccc23)c1	-7	-3	-3	3	8	6	2	0	3
69	NC(=O)NC(=O)COC(=O)c1ccccc1OCc1ccc(F)cc1	11	-1	5	-4	-6	4	-2	-1	1
70	COCCn1c(COc2ccc(C)cc2)nc2ccccc21	4	1	4	11	5	2	3	-2	-3
71	COc1cc(C2CC(=O)c3cnc(NC(C)=O)nc3C2)cc(OC)c1OC (stereo not given)	0	6	3	-8	11	-1	2	2	2
72	Cc1ccc(C(=O)NC(=S)Nc2ccccc2N2CCOCC2)cc1C	7	6	-5	-3	0	-1	-5	-3	0
73	CC(=O)C(Cc1ccccc1)NC(=O)COC(=O)CCN1C(=O)C2CC=CCC2C1=O (stereo not given)	0	4	0	-3	-5	4	1	0	-1
74	N/C(=N\OC(=O)c1cccc2ccccc12)c1cccnc1	-1	3	0	-2	2	-1	-2	-2	4
